CaV13 FRET inh – Primary screen for inhibitors of IQ motif and Ca2+-dependent inactivation inhibitor domain binding in CACNA1D, Förster resonance energy transfer in living cells, …; AID 743397; inhibition, % at 12.3 µM; HEK cells, CFP/YFP FRET ICDI-IQ, plate reader, 10 min; percent FRET-ratio fall versus neutral wells; 340,000 compounds, 0.098% hits;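 active = mean replicate inhibition of at least 30% and at least 1% of replicates passing that level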;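 also: 0% = median of the neutral control wells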
Vif inh – HIV Vif inhibition; HEK293T cells, Vif self-association by quenched fluorescence, imaging, 24 h; inhibition, % at 7.49 µM; 340,000 compounds, 0.35% hits; AID 602346; in the data active = inhibition above about 50%, passing the limit was not always enough; also: some results filed as inactive read as strong as hits
KKLEB tox – CF airway cell cytotoxicity counter-screen; 360,000 compounds, 0.36% hits; AID 602141; activity change (cytotoxicity), % at 5 µM; KKLEB CF airway cells viability, ATPlite luminescence, overnight; stronger effect = lower value; cells stimulated with P. aeruginosa culture filtrate;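 active = corrected activity change at or below -50% at 5 µM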
TRPM1 prom inh – MITF TRPM1 promoter inhibition in SK-MEL-5 cells; SK-MEL-5 TRPM1 promoter luciferase, 24 h; 330,000 compounds, 0.83% hits; inhibition, % at 12.5 µM;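 active = mean inhibition across replicates of 60% or more, whatever share of single replicates reaches that level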; also: values of inactives mirror those of a sister screen read the other way
Peg3 promoter – Peg3 promoter activity inhibition; AID 588405; HeLa PEG-Prom luciferase reporter, luminescence, overnight; 360,000 compounds, 1.7% hits; inhibition, % at 20 µM;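 active = inhibition of at least 50% at 20 µM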
HIF-2a block – HIF-2a inhibition. 786-0 RCC cells HIF-2a reporter, luciferase luminescence, overnight. inhibition, % at 18.8 µM. 360,000 compounds, 0.72% hits;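 active = inhibition of the luminescence signal of 40% or more relative to plate controls, in a single-dose primary screen at 18.75 µM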
Shn3 inh set2 – inhibitors of Schnurri-3 3'UTR reporter in osteoblasts; inhibition, % at 12.5 µM; Clone20 osteoblast Shn3 3'UTR firefly luciferase, 24 h; AID 588674; 360,000 compounds, 0.52% hits;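 active = mean inhibition of at least 75% with every replicate also reaching 75%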;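 also: 0% = median of neutral control wells and 100% = pilot-screen positive control compound; some compounds past the cut are filed as inactive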
NR2E3 ag-1 – activates human photoreceptor nuclear receptor NR2E3. GST-NR2E3/biotin-RetCOR TR-FRET, 1536-well. inhibition of corepressor binding, % at 4.78 µM. 320,000 compounds, 0.12% hits. AID 2300;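 active = percent inhibition above the cutoff of mean plus 3 SD of all tested compounds, set per screening campaign, cut at about 20% in these data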;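 also: 0% = DMSO wells and 100% = biotin wells as full block of FRET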
Target sequence (Q9Y5X4 whole entry, looked up): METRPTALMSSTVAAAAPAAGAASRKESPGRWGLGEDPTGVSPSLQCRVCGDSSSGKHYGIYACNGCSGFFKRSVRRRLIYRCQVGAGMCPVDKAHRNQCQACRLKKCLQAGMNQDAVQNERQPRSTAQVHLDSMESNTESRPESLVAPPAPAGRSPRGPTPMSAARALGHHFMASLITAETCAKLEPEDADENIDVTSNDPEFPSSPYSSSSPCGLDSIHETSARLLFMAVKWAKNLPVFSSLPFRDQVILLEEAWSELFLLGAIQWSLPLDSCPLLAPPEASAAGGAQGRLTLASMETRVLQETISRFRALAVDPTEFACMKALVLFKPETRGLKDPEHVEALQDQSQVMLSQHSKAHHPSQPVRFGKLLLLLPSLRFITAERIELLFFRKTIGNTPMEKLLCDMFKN
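Material: NR2E3–RetCOR corepressor complex | Quantity: 1.35 nM GST-tagged NR2E3 final | Schedule: 5 h at 4 °C | Replication: Singlicate compound wells | Reagent: RetCOR corepressor, biotinylated, 7 nM | Controls: Biotin wells as high control, 0.6% DMSO wells as low control | Signal: TR-FRET, Eu(K)-anti-GST donor, streptavidin-D2 acceptor, ex 340, em 617/671 nm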
CF NFkB inh – inhibitors of cystic fibrosis induced NF-kB. KKLEB NF-kB-GFP reporter, PAF-induced, GFP fluorescence overnight. inhibition, % at 5 µM. 360,000 compounds, 0.86% hits;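 active = at least 50% inhibition at 5 µM, scaled per plate between neutral and stimulator controls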;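 also: PAF is a Pseudomonas aeruginosa culture filtrate used as stimulus; plate controls were PAF-stimulated DMSO wells for no effect and unstimulated DMSO wells for full effect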
NR2E3 ag-2 – human photoreceptor-specific nuclear receptor agonism. Q9Y5X4. CHO-S Gal4-NCOR/VP16-NR2E3 two-hybrid, luciferase. inhibition of corepressor binding, % at 3.98 µM. 360,000 compounds, 0.35% hits. AID 602229;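 active = inhibition above the mean of all tested compounds plus 3 SD, cut at about 70% in these data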;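 also: 0% = DMSO with NR2E3 transfected cells and 100% = cells lacking NR2E3 construct; higher means lower luciferase signal from less NR2E3 corepressor binding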
PDI turbidity – PDI (human) enzyme inhibition; AID 588391; PDI insulin aggregation turbidity, A650, 90 min; P07237; inhibition, % at 10 µM; 350,000 compounds, 0.052% hits;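 active = mean inhibition across replicates of 30% or more, whatever share of single replicates reach that level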;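 also: absorbance from insulin aggregation driven by PDI reduction with DTT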
Target sequence (P07237 whole entry, looked up): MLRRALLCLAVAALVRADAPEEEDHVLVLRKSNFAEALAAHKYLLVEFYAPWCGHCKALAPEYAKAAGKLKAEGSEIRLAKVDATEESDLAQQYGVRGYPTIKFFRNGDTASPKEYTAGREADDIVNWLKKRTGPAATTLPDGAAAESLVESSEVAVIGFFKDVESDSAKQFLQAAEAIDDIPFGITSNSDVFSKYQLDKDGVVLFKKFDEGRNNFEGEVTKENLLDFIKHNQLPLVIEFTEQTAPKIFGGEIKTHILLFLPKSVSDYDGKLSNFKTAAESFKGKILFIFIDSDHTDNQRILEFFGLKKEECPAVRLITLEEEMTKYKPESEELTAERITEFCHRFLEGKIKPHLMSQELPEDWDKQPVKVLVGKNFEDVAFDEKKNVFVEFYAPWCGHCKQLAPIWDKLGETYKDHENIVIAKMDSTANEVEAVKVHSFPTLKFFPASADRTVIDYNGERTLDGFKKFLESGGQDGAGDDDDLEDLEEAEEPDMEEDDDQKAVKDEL
* marks the source's active call; other numbers are inactive results; . = no result given.

SMILES	CaV13 FRET inh	Vif inh	KKLEB tox	TRPM1 prom inh	Peg3 promoter	HIF-2a block	Shn3 inh set2	NR2E3 ag-1	CF NFkB inh	NR2E3 ag-2	PDI turbidity
CCC(Oc1ccccc1)C(=O)Nc1ccc(S(=O)(=O)NCC2CCCO2)cc1 (configuration not stated)	-5.7	-5.6	10.0	12.3	11.8	10.3	1.2	-2.1	1.2	-5.3	-2.1
O=C(COC(=O)c1ccc([N+](=O)[O-])s1)NC(=O)NCc1ccccc1	-3.7	19.9	5.7	2.9	15.3	10.8	-16.3	3.5	1.6	14.5	7.9
CCOC(=O)CN(C)C(=O)C1CCCN1C(=O)OC(C)(C)C (configuration not stated)	-10.2	-9.0	3.4	17.7	-4.6	-1.1	-5.9	-3.2	4.3	-8.4	4.4
Oc1ccc(/C=N/Nc2ccnc3cc(Cl)ccc23)cc1O	-9.0	-0.2	-9.6	8.3	74.0*	-93.9	56.3	0.6	-38.2	-18.3	3.7
CCOC(=O)C1=C(O)/C(=C/c2ccc(OCC(=O)Nc3ccc(C)cc3)cc2)N=C1C	-0.2	.	8.1	0.0	2.4	-0.8	8.0	1.0	13.6	-22.2	-3.8
CCN(CC)C(=O)CN1C(=O)C2(NC(=O)c3ccccc3N2)c2ccccc21 (configuration not stated)	-2.0	-3.0	3.3	.	-2.3	1.1	-6.7	5.6	-9.4	12.7	.
CC(OC(=O)CSc1ccc([N+](=O)[O-])cc1)C(=O)NC1CC1 (configuration not stated)	-3.0	0.0	1.1	2.4	-15.8	13.4	-1.0	2.1	-8.0	-13.8	-1.4
O=C(NCc1ccncc1)C(=O)NC1CC1	-2.8	7.6	2.1	12.5	4.1	16.8	-5.5	1.0	8.4	12.4	2.2
O=C(C1Cc2ccccc2O1)N1CCCCC1 (configuration not stated)	-8.3	8.3	6.8	-15.8	-6.9	-30.4	-10.7	6.7	-14.6	-27.6	2.2
NC(=O)C1(N2CCCCC2)CCN(C(=O)c2ccc(C#Cc3ccccc3)o2)CC1	.	1.8	-5.8	10.7	16.6	-2.1	2.4	-3.1	6.2	-4.0	-0.2
COc1ccc(CNS(=O)(=O)c2ccc3c(c2)N(C)CCO3)cc1	-6.9	-8.3	5.5	-0.3	3.2	15.1	19.5	1.5	15.8	2.5	0.5
COc1cccc(OCC(O)CN2CCOCC2)c1 (configuration not stated)	0.4	5.8	10.7	3.5	-7.5	-6.0	-4.8	1.4	0.0	14.0	19.5
O=C(OCC(=O)N1CCCC1=O)c1cc(Cl)ccc1O	-4.6	2.9	2.3	-4.0	-6.2	8.5	5.8	-0.6	17.3	-15.1	-1.6
N#CCSc1nc(-c2ccccc2)c2cc(Cl)ccc2n1	-5.6	1.7	-18.9	-1.7	7.1	21.3	-8.2	1.1	22.8	9.9	-1.8
Cc1cc2[nH]c(=O)cc(-c3ccccc3)n2n1	-19.6	-3.4	2.7	-9.7	-53.8	-115.6	-41.3	-2.7	9.0	7.7	6.1

2 entries from above, reformatted:
O=C(OCC(=O)N1CCCC1=O)c1cc(Cl)ccc1O
- CaV13 FRET inh: -4.6
- Vif inh: 2.9
- KKLEB tox: 2.3
- TRPM1 prom inh: -4.0
- Peg3 promoter: -6.2
- HIF-2a block: 8.5
- Shn3 inh set2: 5.8
- NR2E3 ag-1: -0.6
- CF NFkB inh: 17.3
- NR2E3 ag-2: -15.1
- PDI turbidity: -1.6
N#CCSc1nc(-c2ccccc2)c2cc(Cl)ccc2n1
- CaV13 FRET inh: -5.6
- Vif inh: 1.7
- KKLEB tox: -18.9
- TRPM1 prom inh: -1.7
- Peg3 promoter: 7.1
- HIF-2a block: 21.3
- Shn3 inh set2: -8.2
- NR2E3 ag-1: 1.1
- CF NFkB inh: 22.8
- NR2E3 ag-2: 9.9
- PDI turbidity: -1.8

Further compounds:
SMILES	CaV13 FRET inh	Vif inh	KKLEB tox	TRPM1 prom inh	Peg3 promoter	HIF-2a block	Shn3 inh set2	NR2E3 ag-1	CF NFkB inh	NR2E3 ag-2	PDI turbidity
Cc1ccc(NC(=O)CSc2nnc(Cn3cnc4ccccc43)o2)c(C)c1	-4.0	-3.9	0.1	9.6	13.1	9.3	-1.8	2.9	14.4	-12.2	-4.4
Cc1cc(C(=O)N/N=C2/CC(C)CC(C)(C)C2)c(C)o1 (configuration not stated)	-2.2	-0.9	9.6	14.2	-2.4	7.1	-24.5	-1.3	-10.3	-29.6	-2.5
COc1cc(OC)cc(C(=O)N2CCN(C3CCCCC3)CC2)c1	-2.8	-4.2	-1.1	3.9	9.9	12.9	2.0	1.5	-0.4	-26.2	0.3
CCOc1ccc(NC(=S)Nc2cccc3cnccc23)cc1	0.7	-6.6	-12.1	23.3	-91.3	-87.2	5.0	-0.4	10.0	-18.6	0.3
Cc1ccc(S(=O)(=O)NCCC(=O)Nc2ncccc2O)cc1C	-6.0	-1.7	-4.9	-3.1	1.6	6.3	2.3	0.3	-14.2	-13.7	6.9
CCO[C@H]1OC(C(=O)NCc2ccccc2)=C[C@@H](C)[C@@H]1CCCO	-5.7	-13.6	7.0	2.1	3.2	-4.4	1.7	-0.9	-13.9	12.3	3.6
O=C(C[C@H]1C[C@H](C(=O)N2CCCCC2)[C@@]2(CCc3ccccc3)c3[nH]c4cc(-c5ccco5)ccc4c3CCN2C1=O)NCc1cccc(C(F)(F)F)c1	-4.7	4.5	-5.0	1.9	7.2	20.5	4.9	.	21.0	-3.9	10.0
Cc1nn(-c2ccccc2Cl)c(Cl)c1/C=C(\C#N)C(N)=O	-4.0	1.1	-1.8	6.9	-9.7	12.4	-14.8	-1.0	-9.5	-2.8	-8.3
CCOCCCn1c(=S)[nH]c2cc(C(=O)NCC(OC)OC)ccc2c1=O	-1.3	-4.2	-10.4	4.9	-5.1	4.7	5.5	-3.8	5.2	-0.6	7.3
O=C(CN1C(=O)NC2(CCCC2)C1=O)OCc1ccc(Cl)cc1Cl	-4.3	.	-19.3	0.0	6.4	23.1	-10.9	-1.6	24.3	-19.8	-12.6
Cc1ccc(/C=C/C(=O)N2CCN(S(=O)(=O)/C=C/c3ccccc3)CC2)o1	0.9	-7.4	1.8	-4.7	16.7	6.2	-0.1	0.1	-13.4	-9.1	7.8
O=[N+]([O-])c1ccc2c(c1)nc1n2CCCCC1	-4.6	-1.4	13.5	-17.5	3.6	-43.4	-5.5	3.4	1.7	-26.9	0.3
Cn1c(=O)c2cc(NC(=O)Cc3ccccc3F)ccc2n1C/C=C/c1ccccc1	-4.5	8.0	-13.4	.	-91.6	-115.1	5.2	.	-7.0	-21.5	18.1
O=C(CSCc1ccc(Cl)cc1Cl)Nc1nccs1	-2.9	-3.2	-2.9	-20.6	-39.8	-28.9	-13.4	1.8	7.4	1.6	-21.0
Cc1cccc(NC(=O)CCCNC(=O)c2ccc(Cl)cc2)n1	-5.9	-8.5	5.7	-2.9	-3.0	6.1	8.4	3.0	-18.3	-12.7	4.7
O=C(Nc1ccc(OC(F)(F)F)cc1)c1cccc(-n2cnnn2)c1	-5.4	-12.2	10.9	-6.0	-5.2	-4.8	14.5	.	-44.5	-6.1	-5.6
O=C(c1ccc(NS(=O)(=O)c2cccs2)cc1)N1CCN(c2ccccc2Cl)CC1	-6.9	3.4	1.9	-5.9	20.6	10.3	6.3	1.7	12.7	19.2	6.0
CCCc1cc(=O)oc2c(CN3CCN(C)CC3)c(O)ccc12	-1.8	-14.6	5.5	3.6	14.3	-9.0	13.0	3.6	-0.9	-7.1	12.6
O=C(Nc1ccc(Cl)cc1)c1csc(Cc2ccccc2)n1	-4.4	-1.8	7.4	-1.0	-56.3	-96.9	-15.2	1.2	-3.0	-27.5	-8.1
COc1ccc(NC(=O)CS(=O)CC(=O)Nc2ccc(OC)c(OC)c2)cc1 (configuration not stated)	-3.4	7.9	4.6	6.4	11.5	15.0	11.1	0.9	12.8	24.4	-1.8
CCc1[nH]nc(C(=O)N2CCCC(C(=O)c3cccc(OC(C)C)c3)C2)c1C (configuration not stated)	-3.4	14.0	-8.4	-8.4	-14.9	-24.0	40.6	3.0	15.0	24.5	6.3
Cc1cnn(C(=O)c2cc(-c3ccccn3)nc3ccc(Cl)cc23)c1	-6.1	-0.9	3.1	21.8	3.9	10.7	-10.6	2.8	-1.1	-4.9	2.7
COn1c(-c2ccccc2)nc2c1CCc1c-2no[n+]1[O-]	0.1	-7.1	-3.1	10.0	-12.2	4.1	1.0	-1.7	16.1	-4.3	-3.0
O=C(NCC1CCCO1)C1CCN(C2CCN(Cc3ccco3)CC2)CC1 (configuration not stated)	-4.0	-2.0	-2.6	-14.4	0.4	20.6	3.2	3.0	-12.0	21.4	-16.2
COc1cccc(-c2cc(C(=O)Nc3ccccc3)c3ccccc3n2)c1	-4.7	-8.2	0.5	.	5.8	-0.3	1.2	-2.1	-10.9	2.1	-3.1
N#C/C(=C\c1c[nH]c2ccccc12)C(=O)Nc1ncc(Cc2ccc(Cl)cc2Cl)s1	-9.1	-0.7	2.6	-7.8	8.6	-16.2	1.2	-2.6	2.0	-9.6	-9.9
CCCCn1c(SCC(=O)NCc2ccco2)nnc1-c1ccoc1C	0.7	8.0	2.9	0.1	7.2	7.9	-14.8	2.1	-8.1	-8.5	2.7
CC1=C(C(=O)N2CCCCCC2)CC(CC(=O)NCc2ccco2)C(=O)N1Cc1ccccc1 (configuration not stated)	-4.8	.	2.9	.	3.9	2.4	-4.4	.	-3.0	7.4	.
COC(=O)CSc1nnc(SCc2ccccc2)s1	.	8.0	2.0	-2.1	-12.3	21.4	22.8	-1.9	-0.4	2.3	-0.4
COc1ccc(CCNC(=O)c2cccnc2)cc1OC	-8.7	-0.2	14.9	2.1	4.5	-0.1	-3.6	-2.9	-2.8	-34.3	-4.2
CC(C)(C)C(=O)Nc1ccc(/C=C/C(=O)c2ccco2)cc1	-24.6	-6.9	2.8	-39.7	-99.3	-212.4	-74.9	1.8	17.7	-85.7	-1.0
CC(=O)n1cc(/C=N/NC(=O)c2ccccc2Cl)c2ccccc21	.	.	-2.1	-1.6	-61.0	-84.1	7.4	-0.6	1.1	-36.1	-11.2
C=CCN1C(=O)c2ccc(C(=O)N3CCN(S(=O)(=O)c4cccc(Cl)c4)CC3)cc2C1=O	-4.1	-1.4	1.5	5.8	4.5	19.9	9.5	-0.7	-23.2	2.6	-2.4
O=C(COC(=O)c1ccc(S(=O)(=O)C(F)F)cc1)NC(=O)NC1CCCCC1	-4.9	3.3	8.4	0.3	11.8	5.7	-3.0	-2.0	0.9	10.0	3.2
O=C(O)CCCC(=O)N1N=C(c2ccccc2)CC1c1ccc2nccnc2c1 (configuration not stated)	-18.6	6.3	12.1	-6.9	-60.9	-66.5	9.0	0.0	6.8	-24.6	1.5
CCOC(=O)C1=C(C)Nc2ncnn2C1c1cc(OC)ccc1OC (configuration not stated)	-7.0	8.6	3.2	-1.5	0.1	0.1	-3.7	-1.0	6.7	-17.0	-3.8
C=CCn1c(O)c(N=Nc2ccccc2)c2ccccc21	-3.3	-11.4	1.5	9.7	3.2	19.9	13.6	5.5	-6.2	-29.1	4.5

High-throughput results deposited in PubChem BioAssay by several laboratories.
